D1 potentiator = potentiators of human D1 dopamine receptor; P21728; HEK293 TREx D1 cells, calcium flux, dopamine EC20 potentiation; 0.036% of 360,000 active; AID 504651; potentiation, % at 10 µM; in the data active = potentiation above about 30%; also: 0% is about no effect
Vif-A3F inh = blocks the Vif interaction with APOBEC3F; HeLa A3F-eYFP + Vif (tagged APOBEC3F with the HIV-1 protein that degrades it), YFP fluorescence increase; Potency, µM (titrated, usually from 46.1 µM), for inactives: top-dose activity, negative = active; 0.2% of 390,000 active; AID 602313; also: potency is read from the fitted curve at half-maximal effect; % of control where 0% means no effect; nearly all actives have a fitted effect of over 65% in size
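Fluorescence increase (Ex 488/Em 500-530) after overnight compound treatment at 37 deg C flags inhibition of Vif-driven A3F-eYFP loss in stable HeLa A3F-eYFP/Vif cells seeded overnight beforehand.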
D1 antagonist = antagonists of human D1 dopamine receptor | HEK293 TREx D1 cells, calcium flux, dopamine EC80; stronger effect = lower value | activity change, negative = inhibition, % at 10 µM | 3.2% of 360,000 active; in the data active = activity change below about -30%; also: % is scaled to controls: 0 for no effect and ±100 for the full control effect
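After overnight tetracycline induction at 30 C, force-coupled D1 HEK293 cells took up a no-wash calcium dye at room temperature. Compounds were added and monitored 180 s, and the response to EC80 dopamine was then recorded.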
GRP78 ERSR act = inducers of ER stress response in human glioma cells; Potency, µM, for inactives: at the top dose activation, actives largely listed as activators; 0.02% of 420,000 active; U87-MG GRP78 promoter luciferase reporter, 16 h; AID 602332; also: potency is read from the fitted curve at half-maximal effect; series mostly up to about 76 µM; % of control where 0% means no effect; nearly all actives have a fitted effect of over 35% in size
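Stably transfected U87-MG glioma cells carrying a GRP78-based luciferase sensor; 16 h compound incubation. Luminescence end-point read 10 min after Bright-Glo addition at room temperature.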
D1 ag = agonists of human D1 dopamine receptor; 1% of 360,000 active; activation, % at 2 µM; AID 504660; HEK293 T-REx D1 cells, calcium flux, agonist mode; P21728; in the data active = activation above about 30%; also: 0% is about no effect
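Agonism was scored from calcium flux recorded over 180 s (1 read/s) after pintool compound addition, following a 10-cycle baseline. Cells were inducible force-coupled HEK293 TREx D1, plated overnight at 30 C and loaded with no-wash calcium dye.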
D2 PAM = positively modulates the human D2 dopamine receptor allosterically | P14416 | HEK293 T-REx D2, calcium flux, EC20 dopamine potentiation | potentiation, % at 10 µM | 0.34% of 340,000 active | AID 485347;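 active = potentiation over 3 SD above the plate norm, cut at about 30% in these data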; also: 0% is about no effect
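Potentiation of an EC20 dopamine calcium response is measured in a force-coupled, tetracycline-inducible Hek293 Trex D2 line. Compound-only kinetic reads over 180 s flag agonists before dopamine addition.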
RXFP1 antag = RXFP1 (human) relaxin receptor antagonism. Q9HBX9. HEK293-RXFP1, relaxin-stimulated cAMP HTRF, 30 min; stronger effect = lower value. activity change, negative = inhibition, % at 57.5 µM. 0.59% of 350,000 active. AID 1259400;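 active = activity change of -60% or lower, but not beyond a set lower limit; inconclusive = change between -60% and -40%, or beyond the set limit; inactive = change above -40%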; also: % is scaled to controls: 0 for no effect and ±100 for the full control effect
Target sequence (Q9HBX9 whole entry, looked up): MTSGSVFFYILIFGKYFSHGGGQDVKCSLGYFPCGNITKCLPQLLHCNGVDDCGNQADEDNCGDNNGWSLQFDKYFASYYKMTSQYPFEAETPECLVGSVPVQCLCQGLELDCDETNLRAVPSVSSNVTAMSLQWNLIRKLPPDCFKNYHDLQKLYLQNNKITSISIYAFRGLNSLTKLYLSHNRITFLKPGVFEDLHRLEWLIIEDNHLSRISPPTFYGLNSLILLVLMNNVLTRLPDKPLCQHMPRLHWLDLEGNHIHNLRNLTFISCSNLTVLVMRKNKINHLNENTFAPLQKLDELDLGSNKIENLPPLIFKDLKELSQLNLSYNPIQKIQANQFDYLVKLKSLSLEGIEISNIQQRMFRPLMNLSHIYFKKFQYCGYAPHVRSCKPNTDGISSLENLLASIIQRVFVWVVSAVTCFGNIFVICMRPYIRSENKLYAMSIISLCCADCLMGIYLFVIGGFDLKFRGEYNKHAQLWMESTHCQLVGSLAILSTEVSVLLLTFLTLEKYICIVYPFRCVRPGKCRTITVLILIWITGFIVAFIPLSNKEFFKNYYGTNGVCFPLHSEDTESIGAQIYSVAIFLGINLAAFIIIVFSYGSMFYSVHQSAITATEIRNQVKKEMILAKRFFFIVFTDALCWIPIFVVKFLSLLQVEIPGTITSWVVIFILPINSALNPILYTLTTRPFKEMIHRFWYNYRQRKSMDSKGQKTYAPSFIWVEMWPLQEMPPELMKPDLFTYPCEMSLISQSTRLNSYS
Vif-APOBEC3G blk = blocks the Vif interaction with human APOBEC3G | Q9HC16 | HeLa A3G-eYFP + Vif (tagged APOBEC3G with the HIV-1 protein that degrades it), YFP fluorescence, overnight | Potency, µM (doses to about 46.1 µM), for the others: at the highest dose activity, negative = active, usual class: inhibitors | 0.076% of 410,000 active;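 also: potency is read from the fitted curve at half-maximal effect; % is scaled to controls: 0 for no effect and ±100 for the full control effect; nearly all actives have a fitted effect of over 60% in size; hits raise eYFP signal because A3G escapes Vif-driven loss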
Target sequence (Q9HC16 whole entry, looked up): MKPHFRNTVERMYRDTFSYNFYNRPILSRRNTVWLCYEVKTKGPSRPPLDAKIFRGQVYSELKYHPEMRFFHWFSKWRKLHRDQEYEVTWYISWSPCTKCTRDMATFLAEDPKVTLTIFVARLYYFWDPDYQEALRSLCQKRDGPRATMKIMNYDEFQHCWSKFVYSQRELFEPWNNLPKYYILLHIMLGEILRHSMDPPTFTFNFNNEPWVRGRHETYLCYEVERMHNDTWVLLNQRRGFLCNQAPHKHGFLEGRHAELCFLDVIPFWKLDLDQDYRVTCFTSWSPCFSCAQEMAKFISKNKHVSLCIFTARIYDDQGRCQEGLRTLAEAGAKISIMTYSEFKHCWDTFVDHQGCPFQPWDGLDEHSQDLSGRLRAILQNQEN
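Read-out is eYFP fluorescence (Ex 488/Em 500-530) from Vif-expressing HeLa A3G-eYFP cells; more signal means A3G escaped Vif-mediated degradation. Cells plated overnight, compound pinned in, incubated overnight at 37 deg C.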
RXFP1 ag = agonists of human relaxin receptor RXFP1. HEK293T-RXFP1 cAMP TR-FRET, 30 min; response scale: percent of porcine relaxin response, buffer zero. Potency, µM (series often up to 57.5 µM), inactives show top-dose activation, usual class: activators. 0.3% of 370,000 active; also: potency is read from the fitted curve at half-maximal effect; % is scaled to controls: 0 for no effect and ±100 for the full control effect; nearly all actives have a fitted effect of over 60% in size; many of its hits are not listed in these tables
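HEK293 cells stably expressing RXFP1, treated 30 min at 37C with compounds plus PDE4 inhibitor Ro 20174; cAMP measured by HTRF TR-FRET. Normalized to buffer and 29 nM porcine relaxin; EC50 by Hill fit.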
The depositor's hits bear a star; ? = inconclusive; / = not tested or not shown; & = joins results of further samples. Unless noted, calls follow the shape of the dose curve; as a rule, active = well fitted curve in the direction sought with a large enough effect; inconclusive = small, poorly fitted or top-dose-only effect, or another doubt; inactive = no such curve, though single readings can be large; an effect the other way counts as inactive or inconclusive. An excerpt; count on the stated rates, not on these rows.

structure	D1 potentiator	Vif-A3F inh	D1 antagonist	GRP78 ERSR act	D1 ag	D2 PAM	RXFP1 antag	Vif-APOBEC3G blk	RXFP1 ag
COc1ccc(C(=O)C2CCCN(C(=O)c3cccnc3OC)C2)c(C)c1 (stereo not drawn)	-2	0%	12	0%	3	12	0	0%	2.3%
COc1ccc(Cl)cc1N/C(N)=N/c1nc(CSc2ccc(C)cc2)cc(=O)[nH]1	13	-13%	2	-4%	-1	5	6	1%	-0.2%
NC(=O)C(c1ccc(Cl)cc1)c1ccc(Sc2ccccc2)nn1 (stereo not drawn)	-1	0%	-8	11%	26	16	7	5%	2.0%
CN(C)S(=O)(=O)c1ccc(N2CCCC2)c(C(=O)Nc2nc(-c3cc(F)ccc3F)cs2)c1	-1	0%	-4	-1%	3	2	-12	0%	-0.7%
COc1ccc2[nH]c(=O)c(CN(CC3CCCO3)S(=O)(=O)c3ccccc3)cc2c1 (stereo not drawn)	-3	7%	2	3%	2	5	-5	0%	-1.0%
CC(C)c1nc2ccc(C(=O)NCc3ccccc3Br)cc2o1	0	2%	3	2%	2	-6	-10	2%	-0.1%
CCOC(=O)C(C)C(C)=O (stereo not drawn)	3	-54%	/	1%	0	-21	/	-42%	0.2%
CCOc1ccc(OCc2cccc(C(=O)N3CCCC3)c2)cc1	4	-8%	-12	-13%	4	-2	-33	-2%	1.4%
Cc1cccc(N(C)C(=S)Oc2ccc3ccccc3c2)c1	-4	-3%	-34*	3%&-1%&-2%	6	-3	-71*	1%	1.8%
CC(C)N1CCN(Cc2nc3c(s2)CCCC3)CC1CCO (stereo not drawn)	2	12%	5	-3%	1	-3	-14	-1%	0.1%

New compounds follow.
structure	D1 potentiator	Vif-A3F inh	D1 antagonist	GRP78 ERSR act	D1 ag	D2 PAM	RXFP1 antag	Vif-APOBEC3G blk	RXFP1 ag
CCCc1cc(=O)oc2cc(OCC(=O)NCc3ccccn3)ccc12	2	3%	10	-1%	3	-7	10	3%	2.5%
Cc1ccc(C)c2[nH]c(=O)c(CN(CCN3CCCC3)C(=O)Nc3cccc(Cl)c3)cc12	-11	-15%	-12	-12%	39*	11	3	3%	-0.2%
O=C(/C=C/Nc1ccccc1F)c1cccs1	-8	-5%	6	-11%	0	-4	-1	-6%	1.2%
CC(C)n1c2ccccc2c2cc([N+](=O)[O-])ccc21	-3	-12%	4	-2%	3	11	-19	2%	17%
O=C(NCc1cccnc1)c1ccc(Cl)c(S(=O)(=O)N2CCOCC2)c1	-7	4%	-7	-3%	6	-7	-5	0%	4.5%
COc1ccc(NC(=O)c2cc([N+](=O)[O-])ccc2O)cc1	-2	-4%	-31*	-13%	26	12	-5	1%	-0.6%
COc1ccc(NC(=O)CSc2nc3nc(C)cc(C)c3c(=O)[nH]2)cc1OC	/	-16%	/	-3%	/	/	-13	-5%	/
Cc1cc(C)c2c(-n3cccc3)c(C(=O)NCCc3ccccc3)sc2n1	-2	1%	-1	-2%	10	-6	-10	2%	?
Cc1ccc2nc(-c3ccc(NC(=O)COCC(=O)O)cc3)sc2c1	3	-1%	-14	-2%	12	7	1	1%	13%
Cc1csc(C(C)N(C)C(=O)CCc2nnc(CCc3ccccc3)o2)n1 (stereo not drawn)	-3	1%	0	0%	2	-1	3	1%	-1.2%

The final 2 entries of the part before are carried over, then new ones follow.
structure	D1 potentiator	Vif-A3F inh	D1 antagonist	GRP78 ERSR act	D1 ag	D2 PAM	RXFP1 antag	Vif-APOBEC3G blk	RXFP1 ag
Cc1ccc2nc(-c3ccc(NC(=O)COCC(=O)O)cc3)sc2c1	3	-1%	-14	-2%	12	7	1	1%	13%
Cc1csc(C(C)N(C)C(=O)CCc2nnc(CCc3ccccc3)o2)n1 (stereo not drawn)	-3	1%	0	0%	2	-1	3	1%	-1.2%
Cc1nc(-c2ccncc2)sc1C(=O)Nc1ccc(Cl)cc1	0	-11%	-14	-6%	2	6	1	1%	1.1%
Fc1ccc(Nc2nc3ccccc3c3nncn23)c(Cl)c1	-2	-1%	-7	0%	2	-3	-5	1%	3.4%
Cc1cc(C)cc(N(CC(=O)NC2CCCC2)C(=O)CCC(=O)Nc2cc(C)ccn2)c1	2	5%	-5	-3%	-1	8	-1	0%	1.1%
Cc1c(Cl)cccc1NC(=O)CCC(=O)NNC(=O)c1ccccc1Cl	-4	-7%	-2	-2%	2	10	-11	0%	1.7%
Cc1ccc(C(=O)OCC(=O)NC(=O)NCc2ccccc2)cc1C	/	-4%	-23	-5%	11	4	-4	2%	-1.5%
COc1ccccc1C(=O)N1c2ccccc2C(C)(c2ccc(Cl)cc2)CC1(C)C (stereo not drawn)	4	-3%	4	-5%	5	4	-7	6%	-0.2%
O=C(NCC(=O)N1CCCCC1)c1ccc(Cl)cc1Cl	-3	-3%	4	-6%	1	-5	-3	0%	0.2%
CCc1ccccc1NC(=O)Cn1nc(C)c2nn(-c3ccc(Cl)cc3)c(C)c2c1=O	1	3%	11	-3%	3	1	-7	1%	21%
O=c1c2ccccc2nc(COc2ccccc2)n1/N=C/c1cc([N+](=O)[O-])ccc1O	-8	-12%	-21	2%	5	1	/	-7%	-1.3%
COc1ccc(/C=C2\SC(=O)N(CCNC(=O)Cn3[nH]c(=O)c4ccccc4c3=O)C2=O)cc1	/	?	/	-11%	/	/	6	0%	/

Next part.
structure	D1 potentiator	Vif-A3F inh	D1 antagonist	GRP78 ERSR act	D1 ag	D2 PAM	RXFP1 antag	Vif-APOBEC3G blk	RXFP1 ag
COc1ccc(-c2noc(CCC(=O)NC3CCCCC3)n2)cc1	-22	6%	-26	-1%	13	-12	5	2%	1.6%
Cc1ccc2c(c1)c1ncnc(N3CCc4ccccc4C3)c1n2C	-3	5%	-11	0%	0	4	-13	-22%	3.3%
COc1cc(/C=C2\N=C(c3c(-c4ccccc4)noc3C)OC2=O)ccc1OC(C)=O	0	-2%	-11	-3%	6	-1	-6	-3%	0.6%
C[C@H]1Cn2cnc(C(=O)NCC(=O)OC(C)(C)C)c2C(=O)N1	/	-14%	/	-1%	/	/	1	-2%	/
O=S(=O)(NCc1cn2ccccc2n1)c1cccs1	2	6%	-1	0%	2	-8	-6	-4%	0.0%
CCCn1c2ccccc2c2cnn(CC(=O)N3CCN(c4ccccc4F)CC3)c(=O)c21	5	-10%	-6	0%	-1	2	9	-3%	0.9%
COc1ccc(-c2nn(-c3ccccc3)cc2CO)cc1	-7	-10%	-10	-4%	7	10	-13	-4%	0.8%
COc1ccc(-c2cc(-c3ccccc3)nc(SCC(=O)Nc3ccccc3F)c2C#N)cc1	1	-14%	2	-2%	1	-3	/	-6%	24%
Cc1cc(NC(=O)CSc2nc3cc(Cl)ccc3o2)no1	-1	?	1	-1%	1	-2	-2	2%	8.7%
CCOC(=O)CC1(NC(=O)C2CCC(=O)N(CCc3ccc(OC)cc3)C2)CCCCC1 (stereo not drawn)	-6	4%	-6	3%	4	-5	2	6%	18%

(continued)
structure	D1 potentiator	Vif-A3F inh	D1 antagonist	GRP78 ERSR act	D1 ag	D2 PAM	RXFP1 antag	Vif-APOBEC3G blk	RXFP1 ag
COC(=O)Nc1nnc(Cc2ccc(Cl)cc2)s1	-1	-1%	/	-1%	-1	-9	8	1%	1.4%
Cc1ccc(C)c(S(=O)(=O)/N=C2\C=C(NS(=O)(=O)c3ccccc3)C(=O)c3ccccc32)c1	-6	0%	-17	-1%	2	6	7	1%	-0.9%
COC(=O)C1=C(C)n2nnnc2NC1c1cc2ccccc2o1 (stereo not drawn)	-4	0%	-7	-6%	2	0	1	-4%	2.0%
CCOC(=O)N1CCC(NC(=O)CS(=O)(=O)Cc2nc(-c3ccc(C)cc3)oc2C)CC1	/	4%	-3	-3%	-1	5	1	0%	0.2%
O=C(CCc1c[nH]c2ccccc12)OCC(=O)N1CCN(S(=O)(=O)c2ccccc2)CC1	0	5%	-11	-5%	5	4	-2	0%	-1.0%
Cc1ccc(S(=O)(=O)N2CCc3ccccc3C2)cc1	-8	-3%	-15	11%	5	10	15	0%	1.1%
C/C(=N\NC(=O)c1ccccc1Br)c1ccc(N2CCOCC2)cc1	-2	8%	-23	-2%	2	-4	-10	-8%	-0.9%
CCOC(=O)N1CCN(C(=S)Nc2ccccc2C)CC1	-2	-5%	11	-5%	1	-8	/	2%	-0.5%
COC(=O)c1n[nH]n(-c2ccc(F)c(Cl)c2)c1=O	-3	-14%	-7	-2%	2	-2	-6	-1%	-0.4%
COc1ccc(-c2noc(CNC(=O)c3ccoc3C)n2)cc1	-8	-24%	-9	2%	7	/	17	0%	5.0%

Next part
structure	D1 potentiator	Vif-A3F inh	D1 antagonist	GRP78 ERSR act	D1 ag	D2 PAM	RXFP1 antag	Vif-APOBEC3G blk	RXFP1 ag
COC(=O)c1ccc(C(=O)OC)c(NC(=S)N2CCN(c3ccc(F)cc3)CC2)c1	-2	2%	8	-3%	2	15	-20	?	-0.9%
CN(C)c1ccc(/C=C/c2cc[n+](C)cc2)cc1	-4	?	-16	-3%	6	13	-24	?	12%
O=c1[nH]cnc2nn(-c3ccccc3)nc12	6	/	0	-2%	1	-5	3	4%	3.3%
CCOc1ccc(OCC)c(-c2c(=O)n(OCc3ccc(Cl)cc3)c3ccccc3[n+]2[O-])c1	-1	-7%	-5	-7%	4	6	-5	-4%	-0.7%
COc1ccc(NC(=O)c2ccc3c(c2)C(=O)N(Cc2cccnc2)C3=O)c(OC)c1	-6	0%	-6	-3%	2	-5	-1	2%	-0.3%
COC(=O)c1ccc(NC(=O)NCCn2nnc3cc(S(=O)(=O)N(C)C)ccc32)cc1	0	-3%	12	-1%	1	-1	/	-2%	0.3%
CCCn1c(N)c(N(CCOC)C(=O)COC(=O)CSc2cc(C)c3ccccc3n2)c(=O)[nH]c1=O	-6	-14%	-5	-3%	2	-1	-4	0%	0.1%
CS(=O)(=O)N(CC(=O)N1CCN(c2ccccc2F)CC1)c1cccc(C(F)(F)F)c1	-7	-5%	-9	-3%	7	-7	-1	2%	-0.2%
Cc1ccc(S(=O)(=O)NC2=NCN(CCOC(=O)c3ccccc3)CN2)cc1	-2	-2%	0	-4%	0	-10	4	1%	1.1%
Cc1ccc(Cn2c(CCCO)nc3ccccc32)cc1	-3	5%	55	1%	10	/	9	1%	1.6%
Cc1cccc(Nc2nnc(-n3nc(C)cc3C)c3ccccc23)c1	-2	-1%	-7	5%	0	-24	5	-5%	4.3%
Cc1ccc(NC(=O)CN2C(=O)S/C(=C\c3ccccn3)C2=O)cc1	9	1%	-5	-1%	4	-4	-1	3%	-0.7%
